Screens as filed in PubChem.
CCT modulator – modulators of cytosolic chaperonin (CCT/TRiC) activity | AID 651819 | activity change, % (test concentration not listed), hits read low | purified chaperonin ATPase assay, HTRF ADP detection, 30 min | hit rate 0.3% among 360,000; in the data active means activity change below about -30%; further: on the % scale 0 is the no-effect control and ±100 the full control effect
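Nucleotide hydrolysis assay: TRiC at 20–40 nM final (set by batch activity) with 10 uM ATP, 30 min at 37 °C, in presence of 76 uM compound. Detection by competitive ADP HTRF, 30 min ambient.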
EPAC2 antagonist – antagonists of human EPAC2. hit rate 0.18% among 360,000. EPAC2 GEF exchange of Rap1B-BODIPY-GDP, fluorescence. Potency, µM (titrated, usually from 114 µM), without a hit: at the highest dose activity, negative = inhibition, usual class: inhibitors. AID 720708; further: potency means the concentration at half of the fitted maximal effect; on the % scale 0 is the no-effect control and ±100 the full control effect; nearly all actives have a fitted effect of over 45% in size; many of its hits are not listed in these tables
Target sequence (Q8WZA2 whole entry, looked up): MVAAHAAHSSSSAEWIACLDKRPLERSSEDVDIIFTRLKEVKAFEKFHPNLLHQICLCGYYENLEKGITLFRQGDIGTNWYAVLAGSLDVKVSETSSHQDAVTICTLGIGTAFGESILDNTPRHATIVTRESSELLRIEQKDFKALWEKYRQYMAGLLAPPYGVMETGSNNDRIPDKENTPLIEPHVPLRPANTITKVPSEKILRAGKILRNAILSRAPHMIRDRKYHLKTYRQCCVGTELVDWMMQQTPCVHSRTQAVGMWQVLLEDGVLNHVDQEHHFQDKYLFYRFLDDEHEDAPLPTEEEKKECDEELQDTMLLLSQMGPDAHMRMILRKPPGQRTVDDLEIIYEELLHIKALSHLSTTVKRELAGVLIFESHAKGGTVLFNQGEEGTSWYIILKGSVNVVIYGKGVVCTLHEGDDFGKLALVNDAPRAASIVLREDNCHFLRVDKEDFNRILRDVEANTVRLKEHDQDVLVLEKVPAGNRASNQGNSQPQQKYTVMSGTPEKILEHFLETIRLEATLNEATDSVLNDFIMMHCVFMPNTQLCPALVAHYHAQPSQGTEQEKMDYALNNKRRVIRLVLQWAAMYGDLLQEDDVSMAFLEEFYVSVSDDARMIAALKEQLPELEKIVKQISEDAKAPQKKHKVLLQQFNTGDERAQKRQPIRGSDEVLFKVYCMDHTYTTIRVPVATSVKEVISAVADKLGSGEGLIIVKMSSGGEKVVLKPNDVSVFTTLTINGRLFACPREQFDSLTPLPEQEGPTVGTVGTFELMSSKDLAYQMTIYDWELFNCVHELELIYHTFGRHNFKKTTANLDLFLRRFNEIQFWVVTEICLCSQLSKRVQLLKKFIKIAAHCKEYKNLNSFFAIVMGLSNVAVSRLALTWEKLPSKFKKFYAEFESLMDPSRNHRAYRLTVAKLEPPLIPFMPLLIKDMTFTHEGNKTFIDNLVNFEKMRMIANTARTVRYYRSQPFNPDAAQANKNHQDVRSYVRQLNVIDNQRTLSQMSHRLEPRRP
Nrf2 block – inhibitors of Nrf2 signaling. A549 ARE-Fluc reporter, luciferase luminescence, 18-24 h. Potency, µM (series often up to 46 µM), inactives show at the top dose activity change, negative = inhibition, most hits filed as inhibitors. hit rate 2.1% among 360,000. AID 504444; further: potency means the concentration at half of the fitted maximal effect; on the % scale 0 is the no-effect control and ±100 the full control effect; nearly all actives have a fitted effect of over 60% in size
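Nrf2 function is reported as luminescence of an ARE-controlled luciferase in A549 cells. Compounds were tested at several concentrations, and a CellTiter-Fluor read on the same wells flagged cytotoxicity.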
Mm-Cpn inhibitor – M. maripaludis TRiC chaperonin inhibition | purified Mm-Cpn ATPase, ADP Transcreener TR-FRET | Potency, µM (highest dose often 76.9 µM), without a hit: at the top dose activity, negative = inhibition, actives largely listed as inhibitors | hit rate 0.031% among 330,000 | AID 504842; further: potency means the concentration at half of the fitted maximal effect; on the % scale 0 is the no-effect control and ±100 the full control effect; nearly all actives have a fitted effect of over 80% in size
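Measured: ADP formation by purified Mm-CPN. Conditions: 25 nM protein, 10 uM ATP, Tris pH 7.4 with Mg2+, K+ and DTT, 37°C for 30 min. Detection: Transcreener HTRF after 30 min at room temperature.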
A549 tox – kills or reduces viability of A549 cells in Nrf2 counter-screen. A549 ARE-Fluc cells, CellTiter-Fluor viability, 18-24 h. Potency, µM (series often up to 46 µM), for the others: at the highest dose activity change, negative = cytotoxicity, most hits filed as inhibitors. hit rate 0.16% among 390,000. AID 504648; further: potency means the concentration at half of the fitted maximal effect; on the % scale 0 is the no-effect control and ±100 the full control effect
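Cytotoxicity counterscreen: CellTiter-Fluor fluorescence was measured in A549 ARE_Fluc cells after 18-24 h of compound exposure in a concentration series. The subsequent BugLite luminescent read reports ARE-luciferase activity.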
EPAC2 ag – EPAC2 (human) agonism; Q8WZA2; EPAC2 activation, biochemical qHTS; response scale: 100% = 6.5 mM cAMP response; Potency, µM (highest dose often 154 µM), inactives show at the top dose activation, actives largely listed as activators; hit rate 0.079% among 360,000; further: potency means the concentration at half of the fitted maximal effect; nearly all actives have a fitted effect of over 50% in size
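In this primary screen, activation is scored as increased exchange of BODIPY-GDP from Rap1B by 100 nM EPAC2, with 50 uM GDP as competitor. Signal is normalized to the 6.5 mM cAMP agonist control.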
Nrf2 activator – activates Nrf2 signaling; AREc32 ARE-luciferase reporter (MCF7-derived line), luminescence, 24 h; Potency, µM (series often up to 46.1 µM), for the others: at the highest dose activation, usual class: activators; hit rate 0.31% among 410,000; AID 624171; further: potency means the concentration at half of the fitted maximal effect; % of control where 0% means no effect; nearly all actives have a fitted effect of over 65% in size
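Reporter line AREc32 (ARE-Fluc), seeded overnight in OPTI-MEM with 5% FBS; compound pin-transferred, 24 hr at 37 deg C, 5% CO2; luminescent read-out.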
pAkt inh – inhibitors of Akt phosphorylation; Neuro2A IGF-stimulated pAkt S473 HTRF, 20 min; stronger effect = lower value; activity change, % for hits at 50 µM; hit rate 0.32% among 360,000; AID 651550; in the data active means activity change below about -80%; inconclusive means mostly about -51% to -80%; further: on the % scale 0 is the no-effect control and ±100 the full control effect
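Neuro2A cells in DMEM with 0.5% FBS, overnight at 37 deg C, given compound at single 50 µM final, then IGF (6 nM final) for 20 min at 37 deg C. Lysed; phospho-Akt Ser473 by HTRF after 24 h, 665/615 ratio.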
TGFb SMAD3 inh – TGF-b pathway inhibition; HepG2 CAGA-GFP TGF-b/SMAD3 reporter, GFP fluorescence, 18 h; TGF-beta stimulated, 500 pg/mL final; Potency, µM (doses to about 46.1 µM), for the others: top-dose activity, negative = inhibition, actives largely listed as inhibitors; hit rate 1.2% among 410,000; further: potency means the concentration at half of the fitted maximal effect; on the % scale 0 is the no-effect control and ±100 the full control effect; nearly all actives have a fitted effect of over 65% in size
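Inhibition was scored as loss of TGF-beta-induced (500 pg/mL final, 18 hours, 37 degrees C) GFP in HEPG2 cells carrying a CAGA-GFP reporter, in DMEM with 1% FBS. Well GFP was summed per cell; Activity was normalised to unstimulated and stimulated DMSO wells, then concentration-response fitting.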
An asterisk follows results filed as active; i = inactive; ? = inconclusive; nt = no result given; & = joins results of further samples; [ ] = another dose, or the depositor's remark. Unless noted, the call rests on the fitted dose curve; in most records, active means well fitted curve in the direction sought with a large enough effect; inconclusive means small, poorly fitted or top-dose-only effect, or another doubt; inactive means no such curve, though single readings can be large; an effect the other way counts as inactive or inconclusive. This is a subset, so the mix of outcomes need not match the whole.

SMILES	CCT modulator	EPAC2 antagonist	Nrf2 block	Mm-Cpn inhibitor	A549 tox	EPAC2 ag	Nrf2 activator	pAkt inh	TGFb SMAD3 inh
CCOC(=O)C1(CCCc2ccccc2)CCN(C2CCC2)CC1	-1.1	-2%	4%	-1%	-6%	10%	4.1%	i	12%
COC(=O)C[C@]1(C(=O)OC)CN(C#N)N(c2ccc(Cl)cc2)C12c1ccccc1-c1ccccc12	1.9	-6%	?	-1%	?	10%	-2.5%	i	4µM*
Cc1nc2ccccc2c(=O)n1-n1cnnc1	-1.4	5%	-1%	1%	0%[1.84 µM]	3%	-0.3%	i	-3%
C[C@]12CCC(=O)C=C1CCC1C2CC[C@@]2(C)C1CC[C@@H]2O (stereo partly specified)	-1.6	0%	-15%	0%	0%	7%	2.9%	i	4%
CC1C(=O)C(C)C(c2ccc(Cl)cc2)NC1c1ccc(Cl)cc1 (stereo unspecified)	-2.8	-22%	?	nt	1%	8%	0.0%	i	-29%
COc1ccc(O)c2c(=O)c3c(OC)cc4c(c3oc12)C1C=COC1O4 (stereo unspecified)	0.1	-10%	?	-6%	-4%	1%	-4.3%	i	?
Cc1cc(C=C2C(=O)N(C)C(=S)N(C)C2=O)c(C)n1C1CCCCC1	-5.4	2%[57.1 µM]	16%	1%	1%	2%	-0.3%	i	-6%
CN1C(=O)C(=Cc2ccc(Sc3ccccc3)o2)C(=O)N(C)C1=O	-1.8	-9%	13%	1%	1%	-3%	2.5%	i	0%
O=C(Nc1ccccc1)Oc1ccccc1	-2.1	-14%	10%	1%	-3%[1.84 µM]	13%	-0.4%	?	-8%
CCC1CN1P(=O)(c1ccccc1)N1CC1CC (stereo unspecified)	0.4	0%	0%	nt	-6%	1%	-0.7%	i	-9%
CCCCCCn1c(=O)c(C(=O)Nc2c(C)n(C)n(-c3ccccc3)c2=O)c(O)c2ccccc21	-4.5	-10%	?	-1%	-6%	-14%	0.3%	i	4%
COc1ccccc1-n1c(O)c(/C=C2\C=Nc3ccccc32)c(=O)[nH]c1=O	1.0	-13%	1%	-1%	2%	-6%	4.4%	i	2%
CCCCn1c(=O)c(C(=O)Nc2ccccn2)c(O)c2ccccc21	0.2	25%	4%	1%	1%	-5%	8.6%	i	18%
CN(C)CC1CCCCC1OC(=O)c1ccc(Cl)c(Cl)c1 (stereo unspecified)	1.9	1%[57.1 µM]	7%	2%	-4%	2%	0.6%	i	-2%
Cc1oc(-c2ccc(F)cc2F)nc1CN1C[C@@H]2C[C@@H](C1)c1cccc(=O)n1C2	2.3	-10%	?	-1%	5%	4%	0.1%	i	-18%
CCCC12CN3CC(C)(CN(C1)C3c1c(C)[nH]c(=O)[nH]c1=O)C2=O (stereo unspecified)	nt	nt	10%	nt	8%	nt	0.2%	nt	28%
NNCc1cccc(O)c1	-1.3	6%	5%	0%	-1%	5%	4.8%	i	8%
O=C1NC(=S)N(C2CC2)C(=O)/C1=C/c1ccc2c(c1)CCN2CCCCl	-2.9	-2%	-5%	-4%	-5%	-4%	2.4%	i	-3%
O=C1NC(=O)C(Nc2ccccc2)C(=O)N1	0.1	-3%	-2%	nt	3%	3%	0.1%	i	20%
Clc1ccc2c(N3CCNCC3)ccnc2c1	-2.7	-3%	3%	nt	1%	-2%	-0.1%	i	2%

In the list so far, 6 have a halogen:
SMILES	CCT modulator	EPAC2 antagonist	Nrf2 block	Mm-Cpn inhibitor	A549 tox	EPAC2 ag	Nrf2 activator	pAkt inh	TGFb SMAD3 inh
COC(=O)C[C@]1(C(=O)OC)CN(C#N)N(c2ccc(Cl)cc2)C12c1ccccc1-c1ccccc12	1.9	-6%	?	-1%	?	10%	-2.5%	i	4µM*
CC1C(=O)C(C)C(c2ccc(Cl)cc2)NC1c1ccc(Cl)cc1 (stereo unspecified)	-2.8	-22%	?	nt	1%	8%	0.0%	i	-29%
CN(C)CC1CCCCC1OC(=O)c1ccc(Cl)c(Cl)c1 (stereo unspecified)	1.9	1%[57.1 µM]	7%	2%	-4%	2%	0.6%	i	-2%
Cc1oc(-c2ccc(F)cc2F)nc1CN1C[C@@H]2C[C@@H](C1)c1cccc(=O)n1C2	2.3	-10%	?	-1%	5%	4%	0.1%	i	-18%
O=C1NC(=S)N(C2CC2)C(=O)/C1=C/c1ccc2c(c1)CCN2CCCCl	-2.9	-2%	-5%	-4%	-5%	-4%	2.4%	i	-3%
Clc1ccc2c(N3CCNCC3)ccnc2c1	-2.7	-3%	3%	nt	1%	-2%	-0.1%	i	2%

(listing goes on)
SMILES	CCT modulator	EPAC2 antagonist	Nrf2 block	Mm-Cpn inhibitor	A549 tox	EPAC2 ag	Nrf2 activator	pAkt inh	TGFb SMAD3 inh
COc1ccc(CCC(=O)NCCc2cnc[nH]2)cc1	2.2	-3%	18%	0%	1%	-1%	-0.3%	i	-1%
CCC1C(C#N)=C(N)Oc2c1c(=O)oc1ccccc21 (stereo unspecified)	-5.6	-1%	0%	-1%	1%	5%	-0.3%	i	13%
C=C(C=O)C[C@@H]1C[C@H](O)C2OC3C[C@]4(C)OC5/C=C\CC6OC7C(CC=CCC6OC5CCCC4OC3CC2O1)OC1CC2OC3CC(=O)OC3C[C@@H](C)C[C@@]2(C)OC1C[C@@H]7C (stereo partly specified)	-2.3	13%	3%	0%&1%	8%	-6%	0.0%	i	?
Cc1ccnc(-n2c(C)cc(/C=C3\C(=O)NC(=S)N(C)C3=O)c2C)c1	-1.9	-4%	2%	-1%	-2%	-6%	0.3%	i	-3%
Cc1ccc(NS(=O)(=O)c2c(F)cc(F)c(Cl)c2F)cc1S(=O)(=O)N1CCOCC1	0.5	0%	-8%	2%	-6%	1%	?	i	-6%
CC(Cc1ccccc1)[n+]1cc(/N=C(\[O-])N(C)C)on1 (stereo unspecified)	-0.2	4%	11%	1%	3%	-1%	-0.3%	i	1%
CCn1c(=O)cc(OCC(=O)N2CCC3(CC2)OCCO3)c2ccccc21	-1.4	4%	-4%	1%	nt	6%	9.1%	i	-9%
COC(=O)C1=C(c2c(C)noc2C)C[C@@H]2CC[C@H]1N2C(=O)NC1CC1	-1.6	3%	0%	-3%	-3%	7%	-0.9%	i	-3%
COc1ccc(CCNC(=O)C(=O)NCC2OCCN2S(=O)(=O)c2ccc(Cl)cc2)cc1 (stereo unspecified)	0.6	-20%	?	1%	0%	-3%	3.0%	i	-11%
Cc1cc(Cl)ccc1OC(C)C(=O)O (stereo unspecified)	0.4	5%	-16%	-1%[15.4 µM]	-12%	5%	0.1%	i	7%
Cc1nc2ccc(Nc3nc4cc(S(=O)(=O)N5CCOCC5)ccc4o3)cc2s1	1.4	-3%	?	-6%	-7%	14%	-0.4%	i	-5%
COc1ccc(C(=O)N2Cc3cnnn3-c3ccccc3C2C#N)cc1 (stereo unspecified)	-2.9	6%	-15%	nt	-1%	16%	-0.1%	i	13%
CN1C(=O)N(C)C(=O)C2(Sc3ccccc3C2=O)C1=O	-1.1	-7%	1%	1%	6%	5%	0.3%	i	5%
CN[C@@H](C)[C@@H](O)c1ccccc1	-1.6	4%	-4%	1%	-4%	8%	-0.9%	i	-7%
COc1cccc(-n2c(/C=C/c3ccccc3O)nc3ccccc3c2=O)c1	nt	nt	6%	nt	-4%	nt	24%	nt	0%
CN1CC(C(=O)c2ccc([N+](=O)[O-])cc2)C(c2ccc(Cl)cc2)C1 (stereo unspecified)	2.5	-2%	1%	1%	-8%	8%	-0.5%	i	5%
O=C(CSc1nnc(NC(=O)c2cc(Br)ccc2Cl)s1)NCC1CCCO1 (stereo unspecified)	-2.9	1%	-7%	0%	-10%	5%	?	i	-19%
Cc1ccc(C)c(Cn2c(C(=O)O)c(C=O)c3ccccc32)c1	-2.5	18%	-11%	-1%	-3%	26%	3.5%	i	16%
CCN(CC)C(=O)c1ccc(NC(=O)c2cc(-n3cnnc3)ccc2Cl)cc1	-1.2	-1%	4%	2%	-4%	4%	-0.5%	i	-9%
CCC1(c2ccccc2)C(=O)NC(=O)NC1=O	-1.5	-28%	-6%	-1%	-1%	3%	-1.2%	i	-18%
CCCC[N+]12CCC(CC1)C(C(=O)c1cccs1)C2 (stereo unspecified)	1.6	-2%	-6%	?	7%	10%	-0.4%	i	0%
O=C1NC(=O)C(CCc2ccccn2)(Cc2ccc3c(c2)OCO3)C(=O)N1CCc1ccccc1 (stereo unspecified)	-1.7	-4%	1%	2%	0%	8%	0.0%	i	4%
C[C@H](NC(=O)CCC(=O)N1C[C@H]2C[C@H](C1)c1cccc(=O)n1C2)c1ccccc1	0.5	-4%	2%	-3%	-3%	1%	-1.7%	i	0%
Cc1ccccc1[N+](=O)[O-]	1.2	4%	-2%	0%	-4%	-3%	-0.6%	i	2%
COc1ccc(NS(=O)(=O)c2ccc3c(c2)oc(=O)n3C)cc1Cl	0.2	-21%	15µM*	3%	0%&6%	5%	1.8%&0.9%	i	?
CC(=O)NC1CC2CCCC(C1)N2 (stereo unspecified)	-0.6	-5%	19%	1%	1%	4%	0.1%	i	-2%
Cc1ccc(C)c(NC(=S)NCCc2cnc[nH]2)c1	0.2	3%	6%	2%	5%	12%	-0.1%	i	5%
CCCCOP(=O)(OCCCC)/C(C#N)=C(/C)O	-2.2	3%	-2%	-1%	-11%	13%	-0.6%	i	-8%
CC1(C)CN(S(=O)(=O)OCC(Cl)(Cl)Cl)C(=O)N1	2.3	-13%	19%	?	1%	3%	-1.1%	i	7%
CCOP(=O)(OCC)c1nc(-c2cccc3ccccc23)oc1N1CCCCC1	-1.9	-25%	?	0%	-8%	7%	4.2%	i	?
CN1CCCN(C(=O)COc2ccc(Br)cc2)CC1	-1.3	0%	2%	1%	2%	6%	-0.3%	i	1%
